# rTrxR1 inhibitor: qHTS Assay for Inhibitors of Mammalian Selenoprotein Thioredoxin Reductase 1 (TrxR1): qHTS; Thioredoxin reductase 1, cytoplasmic (Rattus norvegicus), O89049; AID 588453, 2011; recombinant rTrxR1, NADPH fluorescence consumption, selenite substrate; hit rate 1% among 390,000; Potency, µM (titrated, usually from 114 µM), for the others: at the top dose activity change, negative = inhibition, most hits filed as inhibitors; note: potency is the fitted concentration of half-maximal effect; % is set by controls: 0 for no effect and ±100 for the full control effect; nearly all actives have a fitted effect of over 65% in size
#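 Rat TrxR1 (90 nM in the dispensed reagent) was pre-reduced with 400 uM NADPH for 5 min at room temperature, then incubated with compound for 15 min. After 400 uM selenite was added, NADPH fluorescence (Ex 340/Em 450 nm) was followed for 8 min.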
# USP1-UAF1 inh: Inhibitors of USP1/UAF1: Primary Screen; recombinant USP1/UAF1, Ub-Rhodamine cleavage fluorescence; hit rate 0.23% among 390,000; Ubiquitin carboxyl-terminal hydrolase 1 (Homo sapiens), O94782; Potency, µM (series often up to 57.1 µM), without a hit: at the top dose activity change, negative = inhibition, usual class: inhibitors; note: potency is the fitted concentration of half-maximal effect; % is set by controls: 0 for no effect and ±100 for the full control effect; nearly all actives have a fitted effect of over 60% in size; inactives centre near -12
#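 High-throughput fluorogenic screen: 1nM USP1/UAF1 complex, Ub-Rho substrate 150nM final, 50mM HEPES pH 7.8 with 0.5mM EDTA, 0.1 mg/ml BSA, 1mM TCEP and 0.01% Tween-20.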
# IDH1 R132H inh: qHTS for Inhibitors of mutant isocitrate dehydrogenase 1 (IDH1): qHTS; IDH1-R132H enzyme, NADPH consumption, diaphorase/resazurin fluorescence; Potency, µM (titrated, usually from 76.6 µM), for inactives: at the highest dose activity change, negative = inhibition, most hits filed as inhibitors; hit rate 0.093% among 390,000; note: potency is the fitted concentration of half-maximal effect; % is set by controls: 0 for no effect and ±100 for the full control effect; nearly all actives have a fitted effect of over 65% in size
#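 IDH1-R132H (0.5 ug/mL) preincubated 30 min with compound, then NADPH (0.016 mM) and alpha-KG (2 mM) added; 80 min at RT, pH 7.5. Remaining NADPH coupled via diaphorase/resazurin to fluorescence (540/590 nm); concentration-response curves normalized to no-enzyme control.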
# PI4K2A inh: qHTS for small molecular inhibitors of PI4K2A | Phosphatidylinositol 4-kinase type 2-alpha (Homo sapiens), Q9BTU6 | purified PI4K2A, ADP-Glo luminescence, 1 h; stronger effect = lower value | activity change, negative = inhibition, % at 76.9 µM | hit rate 0.13% among 420,000 | AID 1346378, 2018; in the data active = activity change below about -50%; inconclusive = mostly about -30% to -49%;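 note: -100% = wells without enzyme as full effect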
#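 PI4K2A activity was measured by ADP-Glo luminescence: enzyme (4 ug/mL stock) and phosphatidylinositol (1.2 mM stock) in Tris pH 7.5/MgCl2/EGTA/Triton X-100 buffer were reacted with ATP (300 microM stock) for one hour at ambient temperature.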
# HP1b binding inh: HTS for Inhibitors of HP1-beta Chromodomain Interactions with Methylated Histone Tails. Chromobox protein homolog 1 (Homo sapiens), P83916. AlphaScreen HP1-beta / biotin-H3K9me3 peptide binding. Potency, µM (series often up to 114 µM), for inactives: at the highest dose activity change, negative = inhibition, hits mostly inhibitors. hit rate 0.56% among 390,000. AID 540317, 2011; note: potency is the fitted concentration of half-maximal effect; nearly all actives have a fitted effect of over 70% in size; inactives centre near 23
#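 AlphaScreen: HP1-beta (50 nM) preformed 30 min with biotin-H3(1-18)K9me3 peptide (50 nM) in PBS pH 7.4, 0.01% Tween-20. Compound added for 30 min at RT, then streptavidin donor/nickel chelate acceptor beads (10 ug/mL) for 30 min.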
# Pin1 inhibitor: qHTS Assay to Find Inhibitors of Pin1; Potency, µM (top dose mostly 115 µM), inactives show at the top dose activity, negative = inhibition, most hits filed as inhibitors; AID 504891, 2011; hit rate 0.009% among 390,000; Pin1 FP peptide displacement, HiFluor488, 10 min; Peptidyl-prolyl cis-trans isomerase NIMA-interacting 1 (Homo sapiens), Q13526; active = well fitted inhibition curve with a large enough effect in the polarisation, with a control signal flat, not every such curve was filed as active; inconclusive = small, poorly fitted or top-dose-only effect, or effect the other way, or a change in a side signal; inactive = no such curve, though single readings can be large or run the other way; the % refers to the polarisation; note: potency is the fitted concentration of half-maximal effect; % is set by controls: 0 for no effect and ±100 for the full control effect
# GLS inh: qHTS for Inhibitors of Glutaminase (GLS); Glutaminase kidney isoform, mitochondrial (Homo sapiens), O94925; hit rate 0.21% among 410,000; GLS enzymatic activity, qHTS titration; Potency, µM (doses to about 45.5 µM), inactives show at the top dose activity change, negative = inhibition, actives largely listed as inhibitors; note: potency is the fitted concentration of half-maximal effect; % is set by controls: 0 for no effect and ±100 for the full control effect
#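 hKGA; 45 mM KH2PO4 pH 8.2 + 0.02% Tween-20; cpd via pin tool; 1 mM Gln soln; GluOx/HRP/Amplex Red; RT 30 min; fluor. t0 & final.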
# Tb PGK inh: qHTS Assay to Find Inhibitors of Phosphoglycerate Kinase | PGK/GAPDH coupled, Kinase-Glo luminescence, 60 min | Potency, µM (series often up to 57.5 µM), inactives show top-dose activity change, negative = inhibition, hits mostly inhibitors | hit rate 0.043% among 380,000 | AID 602233, 2012; note: potency is the fitted concentration of half-maximal effect; % is set by controls: 0 for no effect and ±100 for the full control effect; nearly all actives have a fitted effect of over 60% in size
#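 Recombinant glycosomal PGK reaction used 1,3-bisphosphoglycerate generated in-well by GAPDH (100nM final) in 100mM TEA pH 7.6, 5mM MgCl2, 0.01% Tween-20. After 60 minutes at room temperature, ATP was read by Kinase-Glo Plus luminescence end-point.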
# TrxR1 substrate: qHTS Assay for Substrates of Mammalian Selenoprotein Thioredoxin Reductase 1 (TrxR1): qHTS; Thioredoxin reductase 1, cytoplasmic (Rattus norvegicus), O89049; purified TrxR1 substrate turnover, NADPH consumption readout; Potency, µM (highest dose often 114 µM), for the others: at the top dose activity change, negative = substrate turnover; hit rate 0.01% among 390,000; AID 588456, 2011; note: potency is the fitted concentration of half-maximal effect; % is set by controls: 0 for no effect and ±100 for the full control effect; nearly all actives have a fitted effect of over 50% in size
#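 Rat TrxR1, dispensed at 90 nM, was prereduced with 400 uM NADPH (final) for 5 min at ~22 deg C, then incubated with compound 15 min before 400 uM selenite. A first-read NADPH fluorescence drop versus no-compound background flagged substrates.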
# * marks the source's active call; other numbers are inactive results; i = inactive; ? = inconclusive; nt = no result given; [ ] = another dose, or the depositor's remark. Unless noted, calls come from the whole dose curve; as a rule, active = well fitted curve in the direction sought with a large enough effect; inconclusive = small, poorly fitted or top-dose-only effect, or another doubt; inactive = no such curve, though single readings can be large; an effect the other way counts as inactive or inconclusive. Some of the compounds tested (hit frequency here may not be typical).
SMILES,rTrxR1 inhibitor,USP1-UAF1 inh,IDH1 R132H inh,PI4K2A inh,HP1b binding inh,Pin1 inhibitor,GLS inh,Tb PGK inh,TrxR1 substrate
O=C(O)CCC(=O)Nc1ccc2c(c1)oc1ccccc12,2.5%[57.1 µM],-10.8%,-0.8%,6.1,33.1%,-5.2%,-0.7%,-4.7%,8.0%[57.1 µM]
C[C@@H](NC(=O)c1ncn2c1C(=O)NC[C@@H]2C)c1ccccc1,nt,-14.3%,0.0%,-2.1,nt,nt,0.5%,i,nt
COC(=O)c1ccc(NC(=O)Nc2ccc3c(c2)nc(C)n3C)cc1,1.0%,-23.6%,2.1%,4.2,28.1%,-0.5%,-0.1%,i,-2.3%
CN(C(=O)CSc1nncn1C)C1CCCN(Cc2ccccc2F)C1 (centres undefined),-12.2%,-21.3%,1.2%,0.0,26.0%,-0.5%,-0.3%,-8.0%,-7.1%
O=C(Nc1ccc(Cl)c(S(=O)(=O)N2CCOCC2)c1)c1ccc2c(c1)OCO2,13.8%[57.1 µM],?,5.1%,-12.6,32.7%,5.6%,-11.9%,i,-5.0%[57.1 µM]
Cc1cc2nc(CSc3ccccc3)cc(=O)n2[nH]1,20.9%[57.1 µM],-11.5%,6.5%,-5.1,-10.9%,8.0%,-2.3%,-5.4%,-3.9%
O=C(Oc1ccc(-n2cnnn2)cc1)c1ccccc1,-6.1%[57.1 µM],-1.0%,-10.6%,-1.4,-2.2%,-5.1%,-2.8%,-9.1%,-4.2%[57.1 µM]
CCOc1ccccc1NC(=O)c1cccc(NC(=O)C2CCCC2)c1,25.0%,-10.6%,-2.9%,-5.1,40.6%[activator],-4.5%,-3.8%,-3.6%,2.0%
Oc1c(C(c2ccccc2)N2CCN(Cc3ccccc3)CC2)sc2ncnn12 (centres undefined),20.7%[57.1 µM],-3.3%,12.4%,7.7,33.6%,0.6%,4.2%,-4.1%,7.0%[57.1 µM]
COc1ccc(-c2c(-c3ccc(OC)nc3)c3ccccc3n2C)cc1,32.1%[activator],?,4.9%,0.9,6.9%,28.9%,-2.3%,i,46.3%[activator]
O=C(COc1ccc(Cl)cc1)Nc1ccc2oc(=O)ccc2c1,10.7%,-5.3%,1.7%,-13.1,21.9%,3.5%,-5.5%,-6.0%,7.9%
O=C(C=Cc1ccccc1)Nc1ccccc1,-1.2%[57.1 µM],-7.3%,12.9%,-13.9,13.5%,-3.1%,0.5%,-10.0%,2.0%[57.1 µM]
Cc1ccc(S(=O)(=O)N2[C@@H](c3ccccc3)C(C(=O)O)=CC[C@H]2c2ccc(Cl)c(Cl)c2)cc1,10.1%[57.1 µM],?,-14.7%,-4.0,30.0%,?,32.2%[activator],-13.5%,9.0%[57.1 µM]
Cn1c(C2CCCCC2)nc2cc(N)ccc21,12.6%,-7.4%,9.0%,1.9,31.8%,-1.1%,2.3%,-5.3%,6.8%
CSc1ccc(-c2nc3c(C)cccn3c2Nc2ccc3c(c2)OCCO3)cc1,70.0%[activator],-16.2%,-3.9%,0.1,?,-0.2%,2.5%,i,121.4%[activator]
CCOC(=O)NC(Nc1cc(C)on1)(C(F)(F)F)C(F)(F)F,3.5%[57.1 µM],-3.0%,4.9%,0.9,26.8%,4.3%,3.1%,2.5%,-2.8%
CNC(=O)NC(=O)C(C)N1CCN(C/C=C/c2ccccc2)CC1 (centres undefined),22.7%[57.1 µM],-5.8%,2.4%,2.5,21.8%,-0.8%,7.0%,-9.0%,-5.2%[57.1 µM]
CCc1ccc(CN2CCC(C(=O)Nc3ccc(Oc4ccccc4)nc3)CC2)o1,-1.9%,-11.1%,-2.1%,-4.5,18.7%,9.0%,-1.1%,-9.5%,-2.6%
O=C1Nc2ccc(S(=O)(=O)Nc3ccccc3O)c3cccc1c23,0.6%,-10.1%,33.7%[activator],-7.6,19.1%,13.7%,14.6%,-21.8%,-1.0%
c1ccc(Cn2nnnc2C(c2cccs2)N2CCSCC2)cc1 (centres undefined),12.3%[57.1 µM],-8.7%,2.6%,-2.3,-2.1%,-3.9%,9.5%,-3.9%,5.4%[57.1 µM]
Cc1ccc(-n2ncc3c2CC(C)(C)CC3NC(=O)c2ccncc2)cc1 (centres undefined),8.8%,-20.6%,-2.4%,-0.8,12.7%,3.8%,0.0%,i,3.5%
Cc1cc(C(=O)N/N=C/c2cc(Br)ccc2OC(=O)c2ccccc2Cl)n[nH]1,20.2%[57.1 µM],-4.9%,1.2%,-3.5,33.8%,11.4%,-7.2%,-9.5%,-5.6%
CC1(C)CCCC2=C1CC1C(=O)N(c3ccccc3)C(=O)C1C2 (centres undefined),20.7%,-1.5%,3.2%,-4.5,15.7%,-1.2%,3.9%,-7.8%,1.9%
O=C(Nc1ccc2ccccc2c1)c1cc(F)c(F)cc1Cl,7.5%,-10.8%,9.4%,2.4,75.2%[activator],-8.2%,-7.5%,-9.2%,5.7%
COc1ccc2cnn(CCOc3cc(C)ccc3C(C)C)c(=O)c2c1OC,-0.3%,-15.9%,4.6%,-0.7,59.4%[activator],3.3%,-1.9%,i,-9.7%
Cc1ccc(NC(=O)c2ccc(CN3CCc4ccccc4C3)cc2)cc1,?,?,1.8%,3.7,36.7%,-5.1%,0.1%,-7.7%,4.0%
COc1cc2c(=O)n(CCC(=O)NCC3CCCO3)c(=O)n(CC(=O)Nc3c(C)cccc3C)c2cc1OC (centres undefined),0.1%,-0.2%,-1.9%,-0.6,28.9%,0.3%,-5.4%,-8.9%,6.5%
Cc1cc(C(=O)CC#N)c(C)n1-c1c(C)n(C)n(-c2ccccc2)c1=O,-7.3%[57.1 µM],-0.9%,1.0%,-21.1,-13.7%,1.6%,6.9%,i,5.6%[57.1 µM]
Cc1ccc(C(=O)NN2C(=O)/C(=C/c3cn(C)c4ccccc34)SC2=S)cc1,3.8%[57.1 µM],-24.8%,4.3%,6.6,-14.8%,?,2.4%,0.0%,-6.5%
COc1ccc(Cl)cc1S(=O)(=O)Nc1ccc2[nH]c(=O)[nH]c2c1,10.6%,-12.9%,27.1%,-4.5,10.0%,-15.6%,-3.9%,i,0.3%
COc1ccc(-c2cc(CNS(=O)(=O)c3ccc(NC(C)=O)cc3)on2)cc1,30.2%,-8.7%,5.9%,-2.6,14.7%,-5.3%,-11.1%,-3.4%,9.6%[57.1 µM]
COc1ccccc1NC(=S)NC(NC(=O)CC(C)C)C(Cl)(Cl)Cl (centres undefined),20.6%,-18.4%,-1.0%,-16.5,39.5%[activator],1.5%,0.6%,-5.1%,8.0%
COc1ccc(C2Nc3ccc(NC(C)=O)cc3C(=O)N2Cc2cccc(Cl)c2)cc1COc1ccc(NC(C)=O)cc1 (centres undefined),4.4%,nt,nt,nt,12.4%,30.5%[activator],nt,nt,11.9%
COc1ccc(N2CCN(C(=O)NC(=O)c3ccccc3)CC2)cc1,18.2%,-15.6%,-11.5%,-18.1,10.1%,1.5%,39.1%[activator],4.8%,-1.3%
Cc1c(Cl)cccc1NC(=S)NCC1COc2ccccc2O1 (centres undefined),8.7%[57.1 µM],-26.2%,0.4%,3.0,40.3%[activator],4.0%,-1.5%,-7.7%,2.5%[57.1 µM]
COc1ccccc1OCC(O)Cn1nc(C)cc1C (centres undefined),12.7%,1.9%,1.1%,-0.3,11.5%,8.4%,2.4%,-2.0%,4.3%
Cc1ccc(S(=O)(=O)N2CCOCC2)cc1C(=O)N1CCN(Cc2ccccc2)CC1,?,-15.5%,2.1%,-4.7,41.7%[activator],-9.1%,-4.6%,7.0%,-0.1%
CC(C)C(=O)N1CCN(c2ccccc2NC(=S)NC(=O)/C=C/c2ccco2)CC1,-28.6%[57.1 µM],?,4.4%,-8.3,-10.7%[57 µM],-6.3%,2.6%,-9.8%,9.2%[57.1 µM]
O=C(Nc1cccc(F)c1)c1cnc2sc(N3CCCC3)nn2c1=O,10.0%[57.1 µM],-11.5%,-16.3%,-0.3,-14.0%,1.7%,-2.5%,-4.8%,0.9%[57.1 µM]
CC(C)CCNC(=O)Nc1cc(C(=O)NCc2cccc(F)c2)ccc1N1CCCC1,24.9%[57.1 µM],?,?,-1.0,-3.1%,-7.1%,-6.1%,-5.9%,7.0%[57.1 µM]

# Screening data as filed in PubChem.
